ADAM10 inh: inhibits human ADAM10; AID 720582; recombinant ADAM10, EDANS/DABCYL FRET peptide cleavage, 3 h; inhibition, % at 7 µM; O14672; actives 0.62% (n = 370,000);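 active means inhibition above a per-campaign cutoff equal to the mean of compounds falling between control-based bounds plus 3 SD, cut at about 20% in these data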;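 further: 0% = DMSO wells while the 100% control is not disclosed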
Tn6 DDE FP: inhibitors of Tn6 peptide binding to human fibrin DD(E); inhibition, % at 8.3 µM; P02675; Fibrin DD(E) TRITC-Tn6 fluorescence polarization displacement; actives 0.21% (n = 370,000);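 active means inhibition above a per-campaign cutoff: mean of compounds within control limits plus 3 SD, cut at about 15% in these data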;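 further: 0% = median of all compound wells on the plate and 100% = blocking peptide control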
Target sequence (P02675 whole entry, looked up): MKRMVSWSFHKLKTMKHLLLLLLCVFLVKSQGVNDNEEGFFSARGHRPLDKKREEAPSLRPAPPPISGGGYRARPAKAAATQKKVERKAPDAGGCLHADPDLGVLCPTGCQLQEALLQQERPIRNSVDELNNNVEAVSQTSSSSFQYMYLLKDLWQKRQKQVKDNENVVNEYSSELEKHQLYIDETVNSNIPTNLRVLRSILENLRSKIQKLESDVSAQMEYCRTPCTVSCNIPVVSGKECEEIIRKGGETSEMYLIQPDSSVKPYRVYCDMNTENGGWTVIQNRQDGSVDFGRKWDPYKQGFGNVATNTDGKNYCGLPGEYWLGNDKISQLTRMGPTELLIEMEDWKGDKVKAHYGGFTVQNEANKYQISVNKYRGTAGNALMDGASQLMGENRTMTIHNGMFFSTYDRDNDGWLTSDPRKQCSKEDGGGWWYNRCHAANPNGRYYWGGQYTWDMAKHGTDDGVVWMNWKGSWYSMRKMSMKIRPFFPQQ
DDE Tn7 FP inh: DD(E)-Tn7 binding inhibition, primary FP screen | actives 0.13% (n = 370,000) | FP displacement of FITC-Tn7 peptide from fibrin DD(E); 0% = median of compound wells per plate | inhibition, % at 8.3 µM | P02675;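 active means inhibition above the mean of compounds falling within the control limits plus 3 SD of them, cut at about 14% in these data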;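 further: 0% = plate median of compound wells and 100% = 10 µM Aha-Tn7 peptide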
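Assay system: Fibrin-DD(E) protein isolated from polymerized human fibrin clots; read-out basis: percent inhibition; medium: Tris/NaCl/CaCl2 buffer, pH 7.8; signal: FP measurement; incubation: 10 min plus 3 h, room temperature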
proKLK7 act: activates the human kallikrein-7 zymogen; P49862; purified proKLK7, EDANS-DABCYL substrate fluorescence; 100% is mature enzyme control, 0% vehicle; activation, % at 7 µM; actives 0.9% (n = 370,000); AID 652039;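 active means activation above the mean of all tested compounds plus 3 SD, computed per campaign excluding outliers beyond control limits, cut at about 13% in these data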
ARFGAP1 inhibitor: inhibits rat ARF GTPase activating protein 1. actives 0.26% (n = 360,000). Arfgap1-stimulated ARF1 GTP hydrolysis, GDP FP detection. inhibition, % at 16.5 µM. Q62848;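 active means inhibition above a per-plate limit, mean inhibition of low control wells plus 3 SD, cut at about 25% in these data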;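 further: 0% = DMSO wells with enzyme and 100% = wells lacking Arfgap1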
Target sequence (Q62848 1-136 limits assumed): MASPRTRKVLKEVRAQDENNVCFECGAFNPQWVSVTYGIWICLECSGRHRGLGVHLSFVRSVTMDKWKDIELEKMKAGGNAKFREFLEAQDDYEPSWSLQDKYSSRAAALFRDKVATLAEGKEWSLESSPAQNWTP
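system = rat Arfgap1 catalytic domain, aa 1-136 | technique = FP, GDP Alexa 633 tracer displaced from anti-GDP antibody, 620/688 nm | compound = one concentration, 16.5 µM, DMSO 1.26% | medium = HEPES-based buffer, pH 7.5 | timing = compound-enzyme preincubation 20 min, reaction 120 min, detection 60 min, 25 °C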
PLCg1 inh: PLC-gamma1 (human) inhibition, primary screen. P19174. purified PLC-gamma1, fluorogenic substrate, fluorescence. inhibition, % at 12.2 µM. actives 0.84% (n = 370,000); in the data active means inhibition above about 9.5%
ASAP1 GAP inh: ASAP1 ArfGAP inhibition; ASAP1-stimulated ARF1 GTP hydrolysis, GDP FP detection; inhibition, % at 16.5 µM; actives 0.19% (n = 360,000); AID 624377; in the data active means inhibition above about 25%;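 further: 0% = vehicle with enzyme and substrate and 100% = no enzyme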
Target sequence (Q9ULH1 325-724 limits assumed): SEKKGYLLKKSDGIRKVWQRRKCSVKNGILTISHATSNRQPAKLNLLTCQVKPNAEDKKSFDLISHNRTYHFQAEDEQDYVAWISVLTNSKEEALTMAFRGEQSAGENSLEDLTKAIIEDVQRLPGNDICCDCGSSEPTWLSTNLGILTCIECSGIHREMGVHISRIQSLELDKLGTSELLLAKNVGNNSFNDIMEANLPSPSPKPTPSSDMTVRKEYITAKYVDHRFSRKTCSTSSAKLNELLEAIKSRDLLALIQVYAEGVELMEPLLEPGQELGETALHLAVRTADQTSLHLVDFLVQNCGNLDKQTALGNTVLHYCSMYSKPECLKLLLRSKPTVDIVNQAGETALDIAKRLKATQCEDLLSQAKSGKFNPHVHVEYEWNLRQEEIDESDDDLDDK
ADAM17 inh: ADAM17 inhibition, QFRET primary screen. recombinant ADAM17, EDANS/DABCYL FRET peptide cleavage. inhibition, % at 6.95 µM. actives 0.83% (n = 370,000). AID 720648;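 active means inhibition above the mean of compounds lying between control limits plus 3 SD, set per campaign, cut at about 8.5% in these data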;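 further: 0% = DMSO-only wells as the low control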
LEDGF integ inh: blocks HIV-1 LEDGF/p75-dependent DNA integration; actives 0.64% (n = 370,000); inhibition, % at 3.7 µM; TR-FRET IN-LEDGF/p75 DNA integration, Eu/Cy5;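 active means inhibition above the screen-wide mean plus 3 SD, cut at about 13% in these data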;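 further: signal is the Cy5 over europium emission ratio at 671 and 618 nm; 0% = plate median of compound wells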
TDP2 inh: TDP2 (human) inhibition, absorbance primary screen; actives 0.34% (n = 370,000); O95551; inhibition, % at 12.8 µM; recombinant TDP2, T5PNP hydrolysis, p-nitrophenol absorbance 415 nm;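 active means inhibition above the mean of all tested compounds plus 3 SD, set per campaign, cut at about 25% in these data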;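 further: 0% = DMSO with enzyme and 100% = buffer with substrate but no TDP2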
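System – recombinant human TDP2 · Quantity – TDP2 enzyme at 120 nM final · Doses – single concentration, 12.8 µM nominal, with 1% DMSO · Incubation – 2 h at 37 °C · Measured by – epi absorbance of p-nitrophenol freed from T5PNP by hydrolysis · Read-out – % inhibition relative to enzyme-containing and enzyme-free wells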
* marks the source's active call; other numbers are inactive results; . = not tested or not shown.

SMILES | ADAM10 inh | Tn6 DDE FP | DDE Tn7 FP inh | proKLK7 act | ARFGAP1 inhibitor | PLCg1 inh | ASAP1 GAP inh | ADAM17 inh | LEDGF integ inh | TDP2 inh
O=C(Nc1ccc(OC(F)(F)F)cc1)c1ccc2nc[nH]c2c1 | -2 | -5 | 11 | -0.1 | -4 | 3 | 7 | -1 | 1 | -2
O=C1c2ccccc2-c2ncnc3c(N4CCOCC4)cc(N4CCOCC4)c1c23 | -4 | -2 | -3 | -0.5 | 0 | -2 | -4 | 2 | 2 | -14
CCCCc1c(-c2cccc(Cl)c2)ncn1CCc1ccccc1OC | 5 | -4 | 4 | 0.8 | 12 | 2 | -3 | 4 | 5 | -4
CC(=O)c1cc(C#N)c(N2CCOCC2)nc1C | -10 | 3 | 3 | 0.2 | 7 | 0 | 9 | -1 | -2 | 1
COc1cccc(N(C(=O)Cn2nnc(-c3ccc(C)o3)n2)C(C(=O)NC(C)(C)C)c2cccs2)c1 (stereo not drawn) | 2 | 4 | 1 | 0.1 | -1 | 1 | 4 | 1 | -1 | 7
COc1ccc(S(=O)(=O)N(C(C)=O)c2ccc(OC(C)=O)c3ccccc23)cc1[N+](=O)[O-] | 3 | -3 | -13 | -0.3 | 8 | 0 | 4 | 3 | 1 | -7
O=C(CCc1nc2ccccc2s1)OCc1ccccc1 | 5 | -8 | -2 | -0.8 | -16 | 3 | 7 | 7 | 3 | -16
CCOc1cc(S(=O)(=O)Nc2ccccn2)ccc1F | -15 | -7 | -10 | 1.4 | 9 | -7 | 0 | -10 | 2 | 4
O=C(COc1ccccc1[N+](=O)[O-])N/N=C/c1ccc(O)cc1 | -4 | 3 | 2 | 0.1 | 2 | 1 | -16 | -1 | 2 | -6
O=C(Cc1ccccc1)NN1C(=O)C2C3C=CC(C4CC34)C2C1=O (stereo not drawn) | -5 | 10 | -2 | -0.5 | -4 | -4 | 3 | -2 | -1 | 7
CCn1ncc(Br)c1C(=O)Nc1sc2c(c1C(N)=O)CCC2 | -2 | -2 | -6 | 1.8 | -4 | -13 | 8 | 1 | 2 | 3
COc1ccc(NCc2ccc(OC)c(Cn3ccnc3)c2)c(OC)c1 | 6 | 1 | 2 | -1.0 | 1 | -1 | 2 | -3 | 0 | 2
Cc1ccc(C(=O)O/N=C/c2c(N3CCOCC3)n(C)c3ccccc23)cc1 | -13 | -1 | 4 | -0.1 | 3 | -5 | 16 | -8 | -5 | -1
O=c1[nH]c2ccccc2cc1CN(Cc1ccco1)S(=O)(=O)c1ccccc1 | -42 | 0 | 7 | 0.1 | 5 | -23 | -17 | -14 | 2 | -5
CCS(=O)(=O)Nc1c(C(=O)O)[nH]c2ccccc12 | -129 | 0 | 4 | 0.3 | 10 | -22 | 8 | -29 | 1 | -17
CN1CCN(C(=O)CCS(=O)(=O)c2cc3c(cc2Cl)NC(=O)CO3)CC1 | -2 | -2 | 5 | 0.0 | 3 | 1 | -22 | 0 | 1 | 7
O[C@H]1C[C@H](c2ccc(Cl)cc2)N(CC2CCCCC2)C[C@@H]1n1cc(C2CC2)nn1 | 12 | 0 | -2 | 0.1 | 4 | 4 | 11 | 3 | 2 | -1
COC(=O)c1ccc(COC(=O)CNC(=O)CNC(=O)c2ccc(OC)cc2)cc1 | 4 | 13 | 4 | 0.3 | -2 | 0 | -13 | -4 | -4 | -8
CCN(CC)C(=O)CC[C@@H]1CC[C@]2(CCCN(S(C)(=O)=O)C2)O1 | -10 | -2 | -7 | -0.3 | . | -2 | . | -1 | -5 | 4
COC(=O)c1cccc(Nc2c3c(nc4ccccc24)CCC3)c1 | -5 | -1 | -9 | 0.1 | 4 | 0 | 14 | 1 | 5 | -18
Cc1cc(C(=O)Nc2cccc3c2O[C@H](CN(C)CC2CC2)[C@@H](C)CN([C@H](C)CO)C3=O)n(C)n1 | -8 | 6 | 2 | -0.2 | 7 | 1 | -10 | -2 | -4 | -14
O=C(NCc1ccco1)C1CCCN1C(=O)Nc1ccccc1Cl (stereo not drawn) | -5 | 7 | 3 | 0.0 | 4 | -2 | 10 | -1 | -1 | 0
COc1ccc(CCN=C(N)NS(=O)(=O)c2ccc(C)cc2)cc1 | -8 | -3 | -8 | 0.1 | 10 | -1 | 11 | 1 | 1 | -4
CC1CCCC(NCC(=O)Nc2ccc(C(N)=O)cc2)C1C (stereo not drawn) | -10 | -8 | -7 | 0.2 | 0 | -1 | -1 | -3 | -1 | -2
CSc1nc(-c2ccc(Cl)cc2Cl)[nH]c(=O)c1C#N | 15 | 0 | 3 | 0.2 | -4 | 5 | -19 | 1 | 5 | -1

Four entries from above, as tab-separated lines.
molecule	ADAM10 inh	Tn6 DDE FP	DDE Tn7 FP inh	proKLK7 act	ARFGAP1 inhibitor	PLCg1 inh	ASAP1 GAP inh	ADAM17 inh	LEDGF integ inh	TDP2 inh
COC(=O)c1ccc(COC(=O)CNC(=O)CNC(=O)c2ccc(OC)cc2)cc1	4	13	4	0.3	-2	0	-13	-4	-4	-8
CCN(CC)C(=O)CC[C@@H]1CC[C@]2(CCCN(S(C)(=O)=O)C2)O1	-10	-2	-7	-0.3	.	-2	.	-1	-5	4
COC(=O)c1cccc(Nc2c3c(nc4ccccc24)CCC3)c1	-5	-1	-9	0.1	4	0	14	1	5	-18
Cc1cc(C(=O)Nc2cccc3c2O[C@H](CN(C)CC2CC2)[C@@H](C)CN([C@H](C)CO)C3=O)n(C)n1	-8	6	2	-0.2	7	1	-10	-2	-4	-14

(further entries)
SMILES | ADAM10 inh | Tn6 DDE FP | DDE Tn7 FP inh | proKLK7 act | ARFGAP1 inhibitor | PLCg1 inh | ASAP1 GAP inh | ADAM17 inh | LEDGF integ inh | TDP2 inh
O=C(CSc1n[nH]c(=O)[nH]c1=O)Nc1ccc(SC(F)F)cc1 | -16 | 1 | -4 | 0.1 | 3 | 4 | 5 | -4 | -4 | 5
COCCNCc1ccccc1 | 0 | -3 | -1 | -0.1 | -3 | 1 | -5 | -3 | 0 | -4
O=C(CCn1cnc2ccccc21)N/N=C/c1ccc(O)cc1 | -7 | 1 | -3 | -0.5 | -7 | -2 | 21 | -4 | -2 | 6
O=C(Nc1ccc(F)c(Cl)c1)C1CCN(c2ncnc3c2nc2n3CCCCC2)CC1 | -3 | -4 | -2 | -0.1 | 3 | 1 | 6 | -3 | 3 | 17
COc1ccc(NC2CCCN(C(=O)c3csc(C)n3)C2)cc1 (stereo not drawn) | -1 | -8 | 3 | 0.4 | 8 | 3 | -6 | -2 | 0 | -6
CC(NC(=O)C(C)(C)C)C(c1cccs1)N1CCOCC1 (stereo not drawn) | -1 | 2 | 2 | 0.2 | -10 | 1 | -8 | -5 | -4 | 0
Cc1nn(C)c(C(=O)Nc2ccc(Cl)c([N+](=O)[O-])c2)c1Cl | -3 | 0 | -2 | 0.5 | 17 | -2 | 2 | -5 | -2 | 0
Cc1ccc2c(c1)N(CC(=O)c1cccc(Cl)c1)C(=O)C(C)O2 (stereo not drawn) | -2 | -6 | 2 | -0.2 | 0 | -3 | 2 | -1 | -1 | 9
COc1ccccc1Cc1c(-c2ccco2)nc2ccc(Br)cn12 | -8 | -9 | 2 | -0.1 | 4 | -8 | -7 | -4 | 3 | 3
CN1C(=S)SC(C)(C)C1NO (stereo not drawn) | 4 | 4 | -3 | -0.2 | 0 | 1 | 0 | -3 | -3 | 10
COc1cccc(NC(=O)C2c3cc(OC)c(OC)cc3C(=O)N(C)C2c2cccnc2)c1 (stereo not drawn) | -5 | 1 | 5 | 0.4 | 9 | -1 | 6 | 2 | 2 | 0
Nc1nn(-c2ccccc2Cl)cc1-c1nn[nH]n1 | -3 | 2 | 6 | 0.4 | -7 | 1 | -1 | -2 | 2 | 7
N#C/C(=C/c1cccs1)c1nc2ccccc2[nH]1 | 6 | 5 | 1 | -0.1 | -3 | -53 | 1 | -1 | -3 | -9
O=NNc1nc2ccccc2n1Cc1ccccc1 | 5 | -1 | 8 | -0.3 | -2 | -2 | 7 | 1 | -4 | -12
c1ccc(-c2cc3c(N4CCCCC4)ncnc3s2)cc1 | -17 | -9 | 4 | -0.5 | 0 | -9 | -4 | -7 | -1 | 1
Oc1ccc(-c2ccccc2F)c2cccnc12 | -4 | 5 | -3 | . | . | -62 | . | -1 | 6 | 8
COc1cc(CN2CCC(C(=O)NC(c3ccc(F)cc3)c3ccc4ccccc4n3)CC2)cc(OC)c1 (stereo not drawn) | -13 | 0 | -6 | 0.5 | -9 | -3 | 3 | 1 | 4 | -4
CCNC(=O)C1CCCN(C(=O)c2cccs2)CC1 (stereo not drawn) | -13 | 2 | -2 | -0.3 | 9 | -1 | 9 | -4 | -3 | -4
CCOc1ccc(NS(=O)(=O)c2cc(NC(=O)C3CC3)ccc2C)cc1Br | 8 | -4 | 2 | 0.0 | -3 | -2 | -18 | 4 | 0 | 2
CC1(Cc2ccccc2C#N)C(=O)Nc2ccc(OC(F)(F)F)cc21 (stereo not drawn) | 1 | 8 | 5 | 0.1 | 4 | -2 | -6 | -1 | 1 | 2
Cc1ccc(S(=O)(=O)CCC(=O)N(C)C2CCCCC2)cc1 | -10 | 2 | 0 | 0.2 | -4 | -3 | -3 | -2 | 2 | 3
C=CCOc1ccc(/C=N/N2C(=O)C(CC(=O)Nc3ccc(F)cc3F)SC2=NC)cc1 (stereo not drawn) | 3 | 1 | -2 | -0.2 | 1 | -2 | -7 | -2 | -2 | -1
O=C(N/N=C/c1ccco1)c1cc(-c2cccc(Br)c2)nc2ccccc12 | 8 | 4 | 2 | -10.0 | 3 | -19 | 6 | 5 | -3 | -3
CC(=O)C1=C(C)N(Cc2ccc(Br)cc2)C(=S)NC1c1cccc(Br)c1 (stereo not drawn) | 11 | 5 | -6 | -0.3 | 0 | 2 | 2 | 5 | -1 | -2
Cc1ccc(C)c(N(C(=O)c2csnn2)C(C(=O)NC2CCCCC2)c2ccccn2)c1 (stereo not drawn) | 1 | 0 | -2 | 0.0 | -8 | 0 | -17 | 1 | 1 | 12
CCc1nc(SCC(=O)Nc2cc(C)on2)c2c(C)c(C)sc2n1 | -2 | 2 | -12 | -0.3 | 2 | 2 | -3 | 2 | 0 | -2
Cc1[nH]c2ccccc2c1CC(=O)Nc1ccc(Nc2cccnc2)c(-c2cc(F)cc(F)c2)c1 | -67 | -13 | -5 | -4.3 | 26* | -19 | 7 | -19 | 0 | -11
O=C(NC1C(=O)NNC1c1ccccc1)c1ccccc1 (stereo not drawn) | 15 | 5 | -5 | 0.5 | 13 | 0 | 0 | 5 | 4 | 15
Cc1nc2ccccc2nc1OCc1cccc([N+](=O)[O-])c1 | -6 | 4 | -3 | 0.0 | 11 | 4 | 8 | 2 | 4 | -5
Cc1cc(NC(=O)c2ccccc2F)on1 | -8 | 7 | -3 | 0.3 | -3 | 2 | -15 | -1 | 3 | -2

Screening results (PubChem BioAssay)
